Source: PubChem (National Center for Advancing Translational Sciences (NCATS))
p53 reactivation: qHTS assay for re-activators of p53 using a Luc reporter; H1299 p53-A138V BP100-luciferase reporter, luminescence, 24 h; Potency, µM (series often up to 92.2 µM), for the others: top-dose activity change, positive = activation, most hits filed as activators; 320,000 tested, 0.063% active; AID 504706, 2011; note: potency is the fitted concentration of half-maximal effect; % of control where 0% means no effect; nearly all actives have a fitted effect of over 45% in size
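H1299 (p53-null), stable ts p53-A138V + BP100-Luc; 1000 cells/well, Opti-MEM/10% FBS; cpd 4 pt, 1:5; 24 h, 37 deg C, 5% CO2; detection reagent 10 min RT; luminescence.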
A-T KAP1 phos: qHTS Assay for Identifying a Potential Treatment of Ataxia-Telangiectasia; […] A-T fibroblasts, KAP-1 phosphorylation AlphaLISA; neocarzinostatin DNA damage 30 min before lysis; Potency, µM (doses to about 57.5 µM), for the others: at the highest dose activation, hits mostly activators; 320,000 tested, 0.19% active; note: potency is the fitted concentration of half-maximal effect; % of control where 0% means no effect; nearly all actives have a fitted effect of over 45% in size
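ATM-like activity read as KAP-1 phosphorylation via AlphaLISA donor/acceptor antibody pairs after lysis and 6 hr at 25C. Cells were ATM-null patient fibroblasts ([…], hTERT), dosed 60 min, then exposed to the DSB inducer NCS for 30 min.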
CXXC DNA block: qHTS Fluorescence Polarization Assay for Inhibitors of MLL CXXC domain - DNA interaction; Histone-lysine N-methyltransferase 2A (Homo sapiens), Q03164; MLL-CXXC / FITC-HOXA9 DNA fluorescence polarization; Potency, µM (titrated, usually from 115 µM), for the others: at the top dose activity change, negative = inhibition, hits mostly inhibitors; 290,000 tested, 0.037% active; AID 2662, 2010; active = well fitted inhibition curve with a large enough effect in the polarisation, with a control signal flat, not every such curve was filed as active; inconclusive = small, poorly fitted or top-dose-only effect, or effect the other way, or a change in a side signal; inactive = no such curve, though single readings can be large or run the other way; the % refers to the polarisation; note: potency is the fitted concentration of half-maximal effect
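Fluorescence polarization: 7 uM MLL-CXXC (stock) preincubated 5 min with compounds, then 50 nM fluorescein-HOX-A9 DNA (stock) added; 30 min ambient. Buffer 50 mM Tris-HCl pH 7.5, 50 mM NaCl, 1 mM DTT, 0.05% BSA.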
BRCA1 expr up: qHTS Assay to Identify Small Molecule Activators of BRCA1 Expression. MCF7-BRCA1-FFLuc reporter, luminescence, 48 h; response scale: scaled: vehicle 0%, 10 µM genistein 100%. Potency, µM (top dose mostly 46.1 µM), for the others: top-dose activation, hits mostly activators. 380,000 tested, 1.1% active; note: potency is the fitted concentration of half-maximal effect; nearly all actives have a fitted effect of over 80% in size; some results filed as inactive show a strong effect at the top dose
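Luminescence from a BRCA1-driven firefly luciferase in MCF7 cells was the read-out, taken 15 min after substrate addition following 48 h compound exposure at 37 °C. Data were normalized to a 10 microM genistein control and DMSO vehicle.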
a7 integrin act: qHTS for Activators of Integrin-Mediated Alleviation for Muscular Dystrophy | 350,000 tested, 0.064% active | alpha7betagal myoblasts, beta-gal FDG fluorescence, 48 h | Potency, µM (series often up to 38.3 µM), without a hit: top-dose activation, most hits filed as activators;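 note: potency is the fitted concentration of half-maximal effect; 100% = response of the positive control SU9516; nearly all actives have a fitted effect of over 60% in size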
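alpha7betagal+/- myoblasts (passage 13, 250/well) treated 48 h at 37C with compounds at 1:260 dilution of DMSO stock. Lysed, then beta-galactosidase activity read as FDG fluorescence (ex 480/em 540) after 30 min, with pre-read for autofluorescence.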
ELG1 repair inh: qHTS screen for small molecules that inhibit ELG1-dependent DNA repair in human embryonic kidney (HEK293T) cells expressing luciferase-tagged ELG1. Potency, µM (highest dose often 46.1 µM), without a hit: top-dose activity change, negative = inhibition, usual class: inhibitors. HEK293T ELG1-luciferase reporter, luminescence, 16 h; DNA damage induced by 5-fluorouridine. 330,000 tested, 2.3% active. AID 504467, 2011; note: potency is the fitted concentration of half-maximal effect; % is set by controls: 0 for no effect and ±100 for the full control effect; nearly all actives have a fitted effect of over 55% in size
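DMSO vehicle served as the neutral condition. Each well held 2,000 cells given 5-fluorouridine plus compound; after 16 hr at 37 °C/5% CO2, ONE-Glo was added and luciferase measured 30 min later.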
B2AR arrestin: qHTS assay of beta-arrestin-biased ligands of beta2-adrenergic receptor; beta-arrestin recruitment to beta2AR, cell-based reporter; Beta-2 adrenergic receptor (Homo sapiens), P07550; 330,000 tested, 0.02% active; Potency, µM (series often up to 46.1 µM), without a hit: at the top dose activation, usual class: activators;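 note: potency is the fitted concentration of half-maximal effect; 0% = DMSO controls and full agonism = EC100 isoproterenol or metaproterenol; nearly all actives have a fitted effect of over 65% in size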
Target sequence (P07550 whole entry, looked up): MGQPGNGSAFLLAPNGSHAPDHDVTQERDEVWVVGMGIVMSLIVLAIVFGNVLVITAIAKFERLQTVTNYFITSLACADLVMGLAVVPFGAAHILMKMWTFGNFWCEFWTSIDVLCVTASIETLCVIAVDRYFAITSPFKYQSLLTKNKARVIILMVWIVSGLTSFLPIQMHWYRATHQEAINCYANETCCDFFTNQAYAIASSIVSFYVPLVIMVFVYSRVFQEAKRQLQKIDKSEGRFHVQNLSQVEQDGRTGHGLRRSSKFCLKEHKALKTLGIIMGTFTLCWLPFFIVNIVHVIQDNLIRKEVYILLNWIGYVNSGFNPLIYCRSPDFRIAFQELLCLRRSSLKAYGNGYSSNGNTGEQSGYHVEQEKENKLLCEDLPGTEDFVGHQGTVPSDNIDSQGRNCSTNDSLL
TCR activator: Activators of T cell receptors: qHTS campaign; primary human leukocytes, anti-CD3, IL-2 HTRF, 48 h; Potency, µM (series often up to 9.22 µM), without a hit: at the top dose activation of IL-2 secretion, hits mostly activators; AID 504894, 2011; 330,000 tested, under 10 active; note: % of control where 0% means no effect
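IL-2 release read by HTRF sandwich (Eu cryptate donor, d2 acceptor, 665 nm emission) after 48 hr exposure of primary human leukocytes to compound together with anti-CD3 beads in the absence of co-stimulatory signals.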
TRPV1 ag: HTS Assay for Compounds that Act as Agonists of the Vanilloid Receptor 1 | 320,000 tested, 0.19% active | Transient receptor potential cation channel subfamily V member 1 (Homo sapiens), Q8NER1 | TRPV1-expressing cells, Fluo-8 calcium influx, agonist mode | activation, % at 8.33 µM; in the data active = activation above about 80%; inconclusive = between about 30% and that limit; note: 0% is about no effect
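Fluo-8 calcium influx in TRPV1-expressing cells, kinetic read (ex 480/em 520 nm). Compound added and read 3 min for agonist activity, followed by capsaicin at EC20 final and 2 min further read for enhancement.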
PTAP TSG101 blk: qHTS Assay for Iinhibitors of HIV-1 Budding by Blocking the Interaction of PTAP/TSG101 | Potency, µM (doses to about 115 µM), inactives show at the highest dose activity change, negative = inhibition, actives largely listed as inhibitors | 340,000 tested, under 10 active | Tumor susceptibility gene 101 protein (Homo sapiens), Q99816 | Fluorescence polarization, FITC-PTAP peptide / Tsg101 binding; active = well fitted inhibition curve with a large enough effect in the main read-out, with a control signal flat, not every such curve was filed as active; inconclusive = small, poorly fitted or top-dose-only effect, or effect the other way, or a change in a side signal; inactive = no such curve, though single readings can be large or run the other way; note: potency is the fitted concentration of half-maximal effect; % of control where 0% means no effect
Target sequence (Q99816 whole entry, looked up): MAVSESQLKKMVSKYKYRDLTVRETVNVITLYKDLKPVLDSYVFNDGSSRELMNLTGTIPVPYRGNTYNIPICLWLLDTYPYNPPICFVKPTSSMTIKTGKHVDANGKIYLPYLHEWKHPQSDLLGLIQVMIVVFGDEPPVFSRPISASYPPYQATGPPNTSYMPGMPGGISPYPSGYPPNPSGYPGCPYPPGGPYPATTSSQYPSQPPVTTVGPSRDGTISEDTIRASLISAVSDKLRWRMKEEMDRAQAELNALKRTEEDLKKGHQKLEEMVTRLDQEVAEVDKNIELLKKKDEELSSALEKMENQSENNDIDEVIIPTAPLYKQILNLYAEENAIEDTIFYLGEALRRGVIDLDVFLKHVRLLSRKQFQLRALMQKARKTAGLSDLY
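Steps: Tsg101 binding domain dispensed (10 uM final), compounds pinned in DMSO, FITC-labeled PTAP-motif peptide added (50 nM final); after 20 min binding at room temperature, polarization measured.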
An asterisk follows results filed as active; ? = inconclusive; . = not tested or not shown; [ ] = dose if it differs, or a comment. Unless noted, calls come from the whole dose curve; as a rule, active = well fitted curve in the direction sought with a large enough effect; inconclusive = small, poorly fitted or top-dose-only effect, or another doubt; inactive = no such curve, though single readings can be large; an effect the other way counts as inactive or inconclusive.

SMILES	p53 reactivation	A-T KAP1 phos	CXXC DNA block	BRCA1 expr up	a7 integrin act	ELG1 repair inh	B2AR arrestin	TCR activator	TRPV1 ag	PTAP TSG101 blk
Cc1nn(C)c(Oc2cccc(C(F)(F)F)c2)c1C=O	1%	-5%	3%	-12%	-2%	-6%	0.2%	2%	7	1%
CCCN(CCC)CCNC(=O)c1cc2c(-c3ccc(Cl)cc3)nn(C)c2s1	1%	3%	-4%	-63%	-75%[inhibitor]	8%	-0.6%	7%	2	-10%
N/C(=N\NC(=O)c1ccccc1)c1cc2ccccc2oc1=O	3%	-2%	6%	92%	0%	-3%	0.3%	4%	1	3%
Cc1cc(Cl)ccc1OC(C)C(=O)Nc1cnn(CCCC(=O)O)c1 (stereo not given)	-3%	-4%	4%	7%	6%	?	-0.1%	1%	-2	-1%
Cn1c(CCNS(=O)(=O)c2ccccc2)nc2cc([N+](=O)[O-])ccc21	-7%	-9%	0%	2%	4%	-19%	0.3%	0%	5	-2%
CCOc1ccc(-n2c(Cc3cc(=O)[nH]c(=O)[nH]3)nnc2SCC(=O)OC)cc1	4%	0%	-2%	0%	18%	0%	6.0%	-6%	.	0%
COC(=O)c1nc(NC(=O)c2ccccc2Cl)n[nH]1	0%	4%	79%[activator]	-3%	15%	?	0.2%	-5%	-4	-6%
CNS(=O)(=O)c1cccc(C(=O)NNC(=O)CN(C)S(=O)(=O)c2ccc(Cl)cc2)c1	7%	-9%	.	-1%	18%	13%	0.1%	-7%	-2	-1%
Cc1ccc(-n2c(C)cc(C=C(C#N)C#N)c2C)cc1	7%	-3%	1%	8%	-26%	?	0.1%	4%	4	-6%
CCc1cccc(NC(=O)Nc2cccs2)c1	26%	0%	3%	11µM*	-15%	?	-0.2%	2%	25	-3%
CC(C)COC(=O)/C(C#N)=C/c1c[nH]c2ccccc12	?	1%	?	-25%	5%	?	0.0%	-13%[46.1 µM]	1	?
Cc1nn(CC(=O)NC(C)CCc2ccccc2)c(=O)c2nn(-c3ccccc3)c(C)c12 (stereo not given)	-2%	0%	11%	-1%	0%	?	-0.1%	5%	-1	-1%
C[C@@H]1COC(=O)[C@@H](CC(=O)OC(C)(C)C)C/C=C\C[C@@H](CC(=O)N(CCO)Cc2ccccc2)C(=O)N1	8%	8%	.	-4%	-3%	1%	-1.7%	-11%	.	0%
Cc1cccnc1NC(=O)c1ccc(OCc2c(C)noc2C)cc1	26%	-1%	2%	54%	14%	?	0.4%	3%	2	2%
C=CCN1C(=O)c2ccc(C(=O)N(CC(C)C)c3c(N)n(CCCC)c(=O)[nH]c3=O)cc2C1=O	0%	2%	.	-6%	-51%[inhibitor]	?	-0.2%	5%	3	16%

Shown with two lines to a compound: 5 of the compounds above.
Order of values – p53 reactivation, A-T KAP1 phos, CXXC DNA block, BRCA1 expr up, a7 integrin act, ELG1 repair inh, B2AR arrestin, TCR activator, TRPV1 ag, PTAP TSG101 blk
Cc1nn(CC(=O)NC(C)CCc2ccccc2)c(=O)c2nn(-c3ccccc3)c(C)c12 (stereo not given)
 : -2%, 0%, 11%, -1%, 0%, ?, -0.1%, 5%, -1, -1%
Cc1cccnc1NC(=O)c1ccc(OCc2c(C)noc2C)cc1
 : 26%, -1%, 2%, 54%, 14%, ?, 0.4%, 3%, 2, 2%
CCOc1ccc(-n2c(Cc3cc(=O)[nH]c(=O)[nH]3)nnc2SCC(=O)OC)cc1
 : 4%, 0%, -2%, 0%, 18%, 0%, 6.0%, -6%, ., 0%
CCCN(CCC)CCNC(=O)c1cc2c(-c3ccc(Cl)cc3)nn(C)c2s1
 : 1%, 3%, -4%, -63%, -75%[inhibitor], 8%, -0.6%, 7%, 2, -10%
C[C@@H]1COC(=O)[C@@H](CC(=O)OC(C)(C)C)C/C=C\C[C@@H](CC(=O)N(CCO)Cc2ccccc2)C(=O)N1
 : 8%, 8%, ., -4%, -3%, 1%, -1.7%, -11%, ., 0%

(more compounds)
SMILES	p53 reactivation	A-T KAP1 phos	CXXC DNA block	BRCA1 expr up	a7 integrin act	ELG1 repair inh	B2AR arrestin	TCR activator	TRPV1 ag	PTAP TSG101 blk
Cc1ccc(C(=O)N2CCCc3ccccc32)c(F)c1F	5%	33%	0%	12%	12%	2%	-0.8%	1%	30	-3%
CCCCCCSc1ccc(-c2nc3cnccn3c2NCCCC)cc1	-4%	36%	.	-4%	5%	-7%	0.1%	-10%	.	.
O=C(CNC(=O)c1ccco1)OCC(=O)c1ccc([N+](=O)[O-])cc1	8%	-7%	-2%	1%	0%	-1%	3.1%	0%	-2	-4%
CCOC(=O)Cc1csc(SCn2nnc3ccccc3c2=O)n1	6%	13%	0%	-14%	-15%	9%	0.0%	-2%	1	-10%
O=C(COC(=O)Cc1ccccc1F)Nc1ccccc1[N+](=O)[O-]	4%	3%	.	0%	-20%	?	0.1%	-12%	0	-2%
CCN1C(=O)c2cccc3c(S(=O)(=O)NCC4CCCO4)ccc1c23 (stereo not given)	-4%	12%	-4%	-68%	33%	?	0.3%	-8%	4	-5%
CCc1nnc(NC(=O)c2ccc(-c3ccc(Cl)cc3)o2)s1	8%	3%	90%[activator]	?	?	15%	0.0%	-1%	1	-1%
CCN(CC)C(=O)Oc1nnc(SC(C)C)n1-c1ccc(Cl)cc1	-3%	-10%	-1%	-7%	-17%	?	-0.4%	-5%	-1	1%
CC(C)N1C(=O)C(=O)N(CC(=O)N2c3ccccc3NC(=O)CC2C)C1=O (stereo not given)	3%	-8%	.	-1%	4%	-1%	-0.3%	4%	-2	-2%
CCOC(=O)C1(Cc2ccccc2Cl)CCN(C(=O)CN2CCOC2=O)CC1	6%	4%	1%	13µM*	24%	?	3.2%	1%	4	-6%
O=C(CCc1ccccc1)NCCc1cccs1	19%	-5%	1%	?	18%	?	0.1%	6%	?	-2%
Cc1cccc(NC(=O)CCS(=O)(=O)c2cc3c(cc2Cl)NC(=O)CO3)c1	5%	4%	9%	0%	0%	-3%	0.3%	-22%	2	-2%
COc1ccc(CCNC(=O)COC(=O)c2cc(Cl)nc(Cl)c2)cc1	6%	0%	.	16%	0%	18%	-0.5%	.	.	-3%
O=C(Nc1cc(Cl)ccc1-n1cncn1)c1cncc(Br)c1	-5%	-9%	.	-32%	-7%	7%	-0.1%	0%	3	-8%
O=C(Nc1ccncc1)c1cc(-c2ccccn2)nc2ccc(Br)cc12	18%	3%	9%	-25%	11%	12%	-0.3%	26%	0	1%
O=S(=O)(C/C(=C/CO)S(=O)(=O)c1ccccc1)c1ccccc1	-31%[inhibitor]	?	?	-99%[inhibitor]	-65%[inhibitor]	?	-0.7%	3%	2	-1%
Cn1cc(CN2CCN(Cc3ccccc3)CC2)c(-c2cccc(Cl)c2)n1	0%	-3%	-2%	0%	11%	7%	-0.5%	6%	3	-8%
Cc1cccc(CN(C)C)c1CC(O)(c1ccccc1)c1ccccc1	.	.	.	3%	15%	.	.	-3%	.	0%
CC1=NN(C(=O)c2cccc(Cn3nc(C)c([N+](=O)[O-])c3C)c2)C(O)(C(F)(F)F)C1 (stereo not given)	-3%	-2%	3%	7%	-33%[inhibitor]	-1%	0.0%	-1%	0	0%
Cc1nc2nc(SCc3ccccc3)[nH]n2c(=O)c1CCC(C)C	.	2%	-9%	12%	35%	-1%	-0.5%	.	0	-11%
COc1ccc2nc3sc(C(=O)N4CCN(C)CC4)cc3cc2c1	12%	-7%	-3%	43%	29%	19%	-0.3%	4%	5	-4%
C/C(=N\NC(=O)c1ccc(O)cc1)c1cccc(NC(=O)c2ccccc2C)c1	18%	-4%	17%	-38%	-7%	29%	-0.8%	0%	4	-1%
O=C(O)c1cc(S(=O)(=O)N2CCOCC2)ccc1N1CCOCC1	2%	-3%	2%	0%	0%	-6%	0.0%	-14%	-3	-3%
CCn1c(SCC(=O)Nc2cccc(NC(C)=O)c2)nnc1C(C)C	7%	-3%	-1%	0%	11%	12%	4.5%	-1%	4	-3%
CCOC(=O)N1CCN(C(=O)/C=C/c2ccc(OC)c(OC)c2)CC1	-16%	6%	0%	-20%	-11%	-6%	-0.7%	1%	1	0%

Random draw from the library; any-hit rate near 3.8%.
